# Screens from PubChem BioAssay.
# C-LANA FP – inhibitors of KSHV C-LANA binding to DNA, primary screen, biochemical, fluorescence polarization, FAM-LBS DNA, MBP-C-LANA, single point | Kaposi's sarcoma herpesvirus LANA C-terminal domain (residues 932-1162) DNA binding | hit rate 0.078% among 340,000 | inhibition, % at 9 µM;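 active means highest replicate inhibition at or above 60% at 9 µM, even if other replicates fall short; inactive means all replicates below 60% inhibition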;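 further: 0% = neutral control wells and 100% = 4 µM acridine orange control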
# HTR5A inv ag – HTR5A inverse agonists in luminescence cell assay, primary screen, counter-screen for OPRM1-OPRD1 heterodimer inverse agonist project, full-deck HTS; HTR5A cell line, inverse agonism; inhibition, % at 9.3 µM; hit rate 0.083% among 340,000; in the data active means inhibition mostly above about 23%, no sharp cut-off; inactive means mostly below about 18%;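 further: 0% = cells with DMSO and 100% = no-cell wells with DMSO; some compounds called inactive have numbers as strong as hits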
# Target sequence (P47898 whole entry, looked up): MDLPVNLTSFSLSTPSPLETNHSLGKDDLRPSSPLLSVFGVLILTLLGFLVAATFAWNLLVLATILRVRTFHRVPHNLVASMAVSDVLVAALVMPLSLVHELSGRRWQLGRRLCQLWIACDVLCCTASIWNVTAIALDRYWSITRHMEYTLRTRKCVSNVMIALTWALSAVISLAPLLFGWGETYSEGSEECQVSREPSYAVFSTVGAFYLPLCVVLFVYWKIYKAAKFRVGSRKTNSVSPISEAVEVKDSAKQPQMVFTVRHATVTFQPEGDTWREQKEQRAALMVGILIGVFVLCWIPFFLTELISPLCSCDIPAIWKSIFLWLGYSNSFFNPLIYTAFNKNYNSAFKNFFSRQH
# Cardiac RTF inh – cardiac RTF calcium sensitivity inhibitors, primary screen, biochemical, IANBD-TnC fluorescence, EC70 calcium; Troponin I, cardiac muscle (Homo sapiens) + Troponin T, cardiac muscle (Homo sapiens) + …; IANBD-labeled cardiac RTF, Ca2+ fluorescence; inhibition, % at 7.15 µM; hit rate 0.12% among 340,000;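 active means inhibition above the mean inhibition of all tested compounds plus 3 SD, cut at about 17% in these data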;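 further: assay run at fixed EC70 calcium of 1.6 mM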
# HTR5A ag ctr – HTR5A agonists in luminescence cell assay, primary screen, counter-screen for OPRM1-OPRD1 heterodimer agonist project, full-deck HTS | AID 504692, 2011 | activation, % at 9.3 µM | hit rate 0.61% among 340,000 | 5-hydroxytryptamine receptor 5A (Homo sapiens), P47898 | cell-based; in the data active means activation mostly above about 9.5%, no sharp cut-off; inactive means mostly below about 7.6%;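 further: 0% = cells with vehicle only and 100% = reference agonist; strong numbers were not always called active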
# MOR-DOR ag – agonists of OPRM1-OPRD1 heterodimerization, primary screen, cell-based, luminescence; Mu-type opioid receptor (Homo sapiens) + Delta-type opioid receptor (Homo sapiens), …; cells; activation, % at 9.3 µM; hit rate 0.3% among 340,000; in the data active means activation above about 18%;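 further: 0% = vehicle-treated cells and 100% = reference agonist; values of inactives mirror those of a sister screen read the other way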
# CAL PDZ FP – untagged CAL PDZ binding inhibitors, primary screen, biochemical, fluorescence polarization, HTS; Golgi-associated PDZ and coiled-coil motif-containing protein (Homo sapiens), Q9HD26; purified CAL PDZ, TMR-peptide fluorescence polarization, 1 h; inhibition, % at 24.9 µM; hit rate 0.92% among 300,000;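 active means mean inhibition of at least 30% with at least half of replicates also reaching 30%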;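 further: 0% = DMSO neutral control and 100% = excess unlabeled competitor peptide PRC23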
# Keap1-Nrf2 PPI – Keap1-Nrf2 protein-protein interaction inhibitors, primary screen, biochemical, fluorescence polarization, single point; Keap1 Kelch-Nrf2 peptide fluorescence polarization, 1536-well; inhibition, % at 9.4 µM; hit rate 0.15% among 340,000; AID 504523, 2011; in the data active means inhibition above about 12%;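 further: human Keap1 Kelch domain with fluorescein labeled Nrf2 9mer peptide probe; 0% = neutral control wells and 100% = peptide positive control; higher means more block of Keap1 binding to Nrf2 peptide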
# Target sequence (Q14145 whole entry, looked up, the tested form may be a part): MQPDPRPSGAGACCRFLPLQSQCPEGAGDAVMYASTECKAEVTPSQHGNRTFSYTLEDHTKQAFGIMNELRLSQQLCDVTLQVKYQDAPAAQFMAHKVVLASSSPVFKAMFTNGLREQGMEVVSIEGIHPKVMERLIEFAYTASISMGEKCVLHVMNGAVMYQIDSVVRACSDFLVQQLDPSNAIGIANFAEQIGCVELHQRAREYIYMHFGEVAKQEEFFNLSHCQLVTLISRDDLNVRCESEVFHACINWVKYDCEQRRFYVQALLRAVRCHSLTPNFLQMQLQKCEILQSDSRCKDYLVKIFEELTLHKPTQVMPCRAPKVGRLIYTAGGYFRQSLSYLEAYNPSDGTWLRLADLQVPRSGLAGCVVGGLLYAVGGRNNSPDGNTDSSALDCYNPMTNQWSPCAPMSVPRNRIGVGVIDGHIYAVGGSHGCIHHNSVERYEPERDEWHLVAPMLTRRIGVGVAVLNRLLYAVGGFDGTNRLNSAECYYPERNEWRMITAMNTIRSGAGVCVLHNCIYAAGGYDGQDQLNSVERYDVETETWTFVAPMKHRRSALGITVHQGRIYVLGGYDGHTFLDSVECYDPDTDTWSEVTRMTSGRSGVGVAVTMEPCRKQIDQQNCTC
# V-ATPase pHluor – regulators of yeast V-ATPase proton pumping, primary screen, pHLuorin cytosolic pH fluorescence. S. cerevisiae. hit rate 0.37% among 350,000. AID 504577, 2011. response, % at 10 µM; in the data active means response mostly above about 7.3%, no sharp cut-off; inactive means mostly below about 5.4%; further: actives read high; inactives centre near 0; some compounds called inactive have numbers as strong as hits; reference of the scale not given here
# cardiac RTF act – cardiac RTF calcium sensitivity activators, primary screen, biochemical, IANBD-TnC fluorescence, EC20 calcium; Troponin I, cardiac muscle (Homo sapiens) + Troponin T, cardiac muscle (Homo sapiens) + …; activation, % at 7.2 µM; hit rate 0.24% among 340,000; AID 493008, 2010; IANBD-labeled TnC RTF fluorescence at EC20 calcium; 0% EC20 calcium, 100% full calcium;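 active means activation above the mean over all tested compounds plus 3 SD, cut at about 30% in these data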;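 further: rise in fluorescence read as greater calcium sensitivity of cardiac thin filaments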
# MOR-DOR inv ag – inverse agonists of MOR-DOR heterodimerization, primary screen, cell-based, luminescence. Mu-type opioid receptor (Homo sapiens) + Delta-type opioid receptor (Homo sapiens), …. cell-based MOR-DOR heterodimer luminescence, inverse agonism. AID 504357, 2011. inhibition, % at 9.3 µM. hit rate 0.21% among 340,000; in the data active means inhibition above about 22%, passing the limit was not always enough;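 further: 0% = cells with DMSO and 100% = wells without cells with DMSO; values of inactives mirror those of a sister screen read the other way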
# * = called active by the depositor; nt = no result given.
SMILES,C-LANA FP,HTR5A inv ag,Cardiac RTF inh,HTR5A ag ctr,MOR-DOR ag,CAL PDZ FP,Keap1-Nrf2 PPI,V-ATPase pHluor,cardiac RTF act,MOR-DOR inv ag
CN1CCC23c4ccccc4NC1C21CCN(C)C3Nc2ccccc21,0.2,-4,5,-4,0.5,0,3,0,2,-3
O=C(O)Cc1ccccc1C(=O)O,-0.7,16,0,1,0.3,3,-2,-3,0,-2
Cc1cccc(NC(=O)C2CCCN(S(=O)(=O)c3ccc4[nH]c(=O)ccc4c3)C2)n1 (stereo not drawn),-1.8,9,-12,-2,-0.2,-5,2,1,-5,1
CC(OC(=O)CCCN=C1NS(=O)(=O)c2ccccc21)C(=O)Nc1ccccc1F (stereo not drawn),-1.7,2,-12,-1,-3.8,-19,2,-6,1,20
O=C(N/N=C/c1cccnc1)c1cc(-c2ccc(Cl)cc2)nc2ccccc12,2.3,16,-19,2,-0.3,nt,-1,3,-1,1
Cc1ccc(C(C(=O)NC2CCCCC2)N(Cc2cccnc2)C(=O)C2COc3ccccc3O2)o1 (stereo not drawn),0.3,-9,2,3,-0.1,1,-4,1,-1,0
Nc1ncn(C(=O)c2ccco2)n1,1.0,-24,7,-1,-0.8,-5,2,4,-1,5
COc1ccc(NC(=O)Nc2ccc3c(c2)C(=O)N([C@H](C)CO)C[C@H](C)[C@@H](CN(C)C(=O)NC2CCCCC2)O3)cc1,-1.1,-5,2,1,-4.3,6,-5,1,-1,20
CCN(CC(=O)N1CCC(C(N)=O)CC1)S(=O)(=O)c1cc(Cl)ccc1Cl,1.4,-2,-3,1,-2.4,nt,-4,1,2,13
COc1ccc(Cl)cc1NS(=O)(=O)c1ccc(OC)c(OC)c1,-1.9,8,-7,-3,-3.8,-6,0,-2,3,17
O=C(Nc1ccc2c(c1)OCO2)N1CCN(c2ncc(C(F)(F)F)cc2Cl)CC1,0.5,5,-4,1,3.1,0,-6,6,-4,-18
COC(=O)c1ccc(S(=O)(=O)N2CCC(C(N)=O)CC2)n1C,0.9,-5,1,6,1.5,4,1,-6,6,-8
COc1ccccc1C(=O)Nc1ccc2c(c1)CN(Cc1cnc(C)s1)CC2,-1.6,6,2,-3,-1.6,10,-4,-3,-1,8
Cn1cnnc1SCC(=O)Nc1ccc2ccccc2c1,-0.9,16,-2,2,-5.3,-5,-1,-3,-2,20
COc1cc(-c2csc(N3CCOCC3)n2)cc(OC)c1OC,1.5,-39,-9,6,-1.1,-1,0,-1,6,6
COc1ccc(NC(=O)NNC(=O)COc2ccc([N+](=O)[O-])c(C)c2)cc1OC,0.5,-23,3,2,-3.4,-4,-8,-2,-1,18
CCn1c(N2CCN(C(=O)NC3CCCCC3)CC2)nc2ccccc21,-0.9,-47,0,24*,-0.5,10,3,2,6,3
OC(CNCCc1ccc(Cl)cc1)COCc1ccco1 (stereo not drawn),-0.4,-19,-9,2,1.5,nt,-7,13,4,-6
COc1cccc(-c2cc(C(=O)Nc3ccc(OC)c(OC)c3)no2)c1,0.6,1,2,1,-0.8,5,-2,-3,-2,5
COc1ccccc1-c1nc(SCC(=O)Nc2cc(C)on2)c2c(=O)n(C)c(=O)n(C)c2n1,-1.2,1,-2,2,-0.5,nt,-5,2,-1,3
CN(CC(=O)Nc1ccc(OC(F)(F)F)cc1)C(=O)c1ccc(N2CCCC2=O)cc1,-0.3,-27,-2,2,-1.4,-4,4,1,-6,5
C#CCN1C=C(C(=O)OCC)C(C)NS1(=O)=O (stereo not drawn),-0.4,0,-4,0,-2.9,-1,-2,0,-1,14
C/C(CC(=O)Nc1cccc(C(F)(F)F)c1)=N\NC(=O)C1CCCCC1,-0.4,15,7,4,0.8,-5,0,6,-2,-4
CCOc1ccccc1C(=O)NC1CCN(Cc2ccccc2)CC1,0.3,-9,-4,3,-2.2,-3,-6,5,-3,11
COCCNC(=O)CN(C(=O)CCC(=O)Nc1nccs1)c1ccccc1OC,0.3,0,-9,2,-3.3,nt,-4,1,-7,14
O=C(NNC(=O)c1ccc(NC(=O)C2CC2)cc1)c1ccc(F)cc1,-1.2,-11,-2,3,-2.4,-2,-1,0,0,14
CCOC(=O)C1=C(C)N(c2ccc(C)cc2)C(=O)/C1=C\c1cccs1,-0.3,0,1,0,0.4,2,-5,-4,-5,-2
O=c1c2nnn(Cc3ccccc3)c2ncn1-c1ccccc1,0.9,-2,-14,2,-3.4,-1,-2,-1,-6,17
COc1cc(-c2nc3ccccn3c2/N=C/c2cc(OC)c(O)cc2Cl)ccc1O,-1.7,-3,4,0,1.8,1,-4,1,-2,-9
Cc1cnc(C=NNC(N)=S)c2cccc(N)c12,-0.9,-16,3,4,13,-5,-5,7,-7,-58
O=C(CCC1CCN(Cc2ccc(Cl)cc2)CC1)NC1CC1,-1.7,-18,-4,-2,-0.4,2,2,-1,0,2
CCn1cc(C(=O)N2CCc3ccccc32)c(=O)c2cc(S(=O)(=O)N3CCCCCC3)ccc21,0.0,-1,-4,0,-0.2,-1,-3,2,6,1
CC(C)(C)c1ccc(-n2ncc3c2CCCC3NC(=O)c2ccncc2)cc1 (stereo not drawn),0.8,-16,-2,1,-1.4,0,3,1,-1,7
COc1cc(CN2CCN(Cc3ccc(C(F)(F)F)cc3)CC2)cc(OC)c1OC,-0.9,-2,-5,1,-1.5,-1,-5,-2,-6,7
Cc1cc(C)n2nc(C(=O)N/N=C/c3ccc(Cl)cc3)nc2n1,1.5,-16,3,2,-2.7,-2,1,-2,0,14
CN(Cc1ccccc1)C(=O)CSc1nc2ccccc2c(=O)n1Cc1ccco1,0.6,16,-14,-6,1.2,6,-3,-2,4,-8
O=C(Nc1c(F)cc(F)cc1Br)c1cc(-c2ccco2)on1,1.3,-22,-5,7,-1.6,nt,-3,2,2,8
Cc1nc(-c2cc(C#N)c(Sc3cccc(C(F)(F)F)c3)nc2C)cs1,0.2,-28,-8,-1,2.7,-3,2,-2,-1,-13
CC(=O)Nc1c(O)nc(SCC(=O)Nc2ccc(C(C)=O)cc2)[nH]c1=O,1.1,-17,5,0,-2.2,-6,-2,-4,3,13
O=C(CCc1nc2ccccc2c(=O)[nH]1)NNC(=O)COc1ccc(Br)cc1,nt,-8,-9,3,0.6,-3,nt,-5,1,-3
Cc1cc(-c2nn(-c3ccccc3)cc2/C=C2\SC(N)=NC2=O)ccc1OC(C)C,1.0,-1,0,1,-1.9,-1,-5,6,-8,10
COc1ccccc1-n1c(C)nnc1SCC(N)=O,-0.1,7,-11,-3,-1.8,nt,1,2,-1,9
O=[N+]([O-])c1cc(C(F)(F)F)ccc1N1CCCC(O)C1 (stereo not drawn),-0.6,-5,-23,2,-1.6,-4,3,-1,2,9
COc1ccc(NS(=O)(=O)c2cccs2)cn1,0.5,-9,10,3,1.4,6,1,2,1,-7
CCOCCCNC(=O)C(NC(=O)CNC(=O)c1ccccc1)c1ccccc1 (stereo not drawn),-8.1,-7,-5,3,-0.8,6,-1,-3,-1,5
CC(=Nc1ccc(C)c(C)c1)C1=C(O)CSC1=O,0.1,-1,-8,0,-1.9,nt,-3,1,1,11
COc1ccc(N(CC(=O)N2CCOCC2)S(C)(=O)=O)cc1Cl,-1.3,-5,-2,1,-2.9,-6,0,1,-5,13
O=C(Nc1ccccc1)c1ccc(-c2ccc(F)cc2)s1,-0.3,0,-12,0,2.6,2,6,1,-1,-14
Cn1ccnc1SCC(=O)c1cc2ccccc2o1,-2.9,5,-11,1,-3.7,-5,-3,2,0,17
COc1ccc(N2CCN(C(=O)CCNS(=O)(=O)c3cc(Br)cnc3N)CC2)cc1,1.0,3,-2,3,-0.6,nt,0,0,0,3
c1ccc(Nc2nc(NCCN3CCOCC3)nc(Nc3ccccc3)n2)cc1,-0.6,5,-1,-5,1.4,nt,-6,-5,5,-7
Cc1cccc(Nc2nnc(SCC(=O)Nc3cccnc3Cl)s2)c1,-1.1,-2,-3,2,0.1,-2,2,0,-1,-1
CC(Oc1ccc(Cl)cc1)C(=O)N1CCN(C(=O)c2ccco2)CC1 (stereo not drawn),1.8,-4,-10,2,-1.5,-7,1,1,-3,6
O=C(O)c1ccc(-c2noc(-c3ccccc3Cl)n2)cc1,-1.5,-15,-16,-2,-2.4,-8,-4,-4,0,13
O=S(=O)(/N=C(/Nc1ccccn1)c1ccccc1)c1ccc(Cl)cc1,-2.4,0,-6,0,-0.2,1,0,2,7,1
O=C(Nc1ccc(F)cc1)C(c1ccccc1)N1CCN(CC(=O)N2CCOCC2)CC1 (stereo not drawn),-4.7,-3,-5,1,-2.1,-2,7,7,-3,8
O=C(c1cc(-c2ccc(Cl)c(Cl)c2)on1)N1CCCCCC1,-2.3,0,-18,0,0.5,-3,-3,-5,-3,-3
CCN(CC)c1ccc(/C=c2\sc3nnc(-c4ccccc4Cl)n3c2=O)cc1,7.4,-33,-62,-3,-2.2,2,-4,2,47*,13
C/C(=N\NC(=S)NCc1ccccc1)c1ccc(Br)cc1,2.6,-2,-1,1,4.7,-3,-3,2,-1,-22
COc1ccc(-n2c(SCC(=O)N3CCCC(C)C3)nnc2-c2cccnc2)cc1 (stereo not drawn),0.6,-9,-4,1,-1.4,-2,-3,1,1,7

# Some entries already given, showing only Keap1-Nrf2 PPI, MOR-DOR inv ag and C-LANA FP.
Molecule | Keap1-Nrf2 PPI | MOR-DOR inv ag | C-LANA FP
CC(Oc1ccc(Cl)cc1)C(=O)N1CCN(C(=O)c2ccco2)CC1 (stereo not drawn) | 1 | 6 | 1.8
O=C(O)c1ccc(-c2noc(-c3ccccc3Cl)n2)cc1 | -4 | 13 | -1.5

# Additional compounds:
SMILES,C-LANA FP,HTR5A inv ag,Cardiac RTF inh,HTR5A ag ctr,MOR-DOR ag,CAL PDZ FP,Keap1-Nrf2 PPI,V-ATPase pHluor,cardiac RTF act,MOR-DOR inv ag
CCOc1ccc(-c2nnn(CC(=O)N3CCN(c4ccc(F)cc4)CC3)n2)cc1OCC,-0.7,-1,-2,-7,-2.1,-1,1,5,0,12
Clc1ccc(-c2noc3c2-c2nc(Cc4cccc5ccccc45)sc2CC3)cc1,-1.0,-21,9,7,-2.8,0,0,-1,5,16
Cc1noc(C)c1CSc1ncnc2sc3c(c12)CCCCC3,-4.0,-2,-6,1,-0.5,-2,-3,-2,13,3
O=C(OCC(=O)C12CC3CC(CC(C3)C1)C2)c1cccnc1Cl,1.6,-27,4,1,0.1,0,-3,2,0,0
COC(=O)C1=C(C)N(Cc2ccccc2)C(=O)N[C@H]1c1cccc(C(F)(F)F)c1,2.4,3,9,-1,-1.0,-4,-4,-2,-4,6
